Bioassay records deposited in PubChem BioAssay by several laboratories.
RGS8-Gao: human RGS8-Galphao interaction regulation. P09471. multiplexed bead flow cytometry, RGS8-Galphao binding; actives lie on both sides. response (percent of control binding), % at 10 µM. 0.34% of 220,000 active; in the data active = response below about 60% or above about 140%; inactive = in between;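 note: Galphao activated as the GDP aluminium fluoride complex binding bead-coupled RGS8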
Mcl1-Bid inh: Mcl-1/Bid interaction inhibition. 0.97% of 220,000 active. Q07820. TR-FRET Mcl-1/Bid-Dy647 peptide binding, 1536-well. inhibition, % at 21.7 µM;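 active = compounds that cut the binding signal by more than half at the single screening dose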;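 note: His-tagged Mcl-1 with europium anti-His antibody binding Bid BH3 peptide; 0% = Mcl-1 plus peptide wells and 100% = peptide-only wells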
RGS7-Gao reg: modulates binding of RGS7 to human Galphao; binding response (% of control), % at 10 µM; P09471; 0.35% of 220,000 active; Multiplexed bead flow cytometry; actives lie on both sides; in the data active = binding response below about 49% or above about 150%; inconclusive = no clear call, values can overlap the other calls; inactive = in between;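 note: fluorescent Galphao held in activated GDP-AlF4 state binding bead-coupled RGS7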
Mcl1-Noxa inh: disrupts binding of human Mcl-1 to Noxa peptide; Q07820; TR-FRET Mcl-1/Noxa peptide binding, 2 h; inhibition, % at 21.7 µM; 1.5% of 220,000 active; AID 1022;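 active = compounds that cut the protein-peptide binding signal by more than 50% relative to plate controls in a single-dose test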;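 note: His-tagged Mcl-1 with rhodamine Noxa BH3 peptide and terbium anti-His antibody; 0% = Mcl-1 plus Noxa peptide wells and 100% = peptide-only wells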
Avidin bead fluor: compound fluoresces at 488/530 nm on avidin beads. fluorescence (KMESF) at 10 µM. compound fluorescence 488/530 nm, flow cytometry; active compounds read high. 0.38% of 220,000 active; in the data active = fluorescence above about 47; note: inactives centre near 10
Bim-Mcl-1: disrupts Bim peptide binding to human Mcl-1 | Q07820 | Bead-based flow cytometry, Bim peptide-Mcl-1 binding | inhibition, % at 10 µM | 0.1% of 190,000 active | AID 1009; in the data active = inhibition above about 40%;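 note: 0% = no compound tracer wells and 100% = peptide blocker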
RGS4-Gao reg: modulates binding of RGS4 to human Galphao. binding response (% of control), % at 10 µM. Multiplexed bead flow cytometry; actives lie on both sides. P09471. AID 1415. 0.33% of 220,000 active; in the data active = binding response below about 49% or above about 150%; inactive = in between;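 note: fluorescent Galphao activated with aluminum fluoride binding bead-coupled RGS4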
Pf gametocyte: kills late stage P. falciparum gametocytes; P. falciparum stage V gametocytes, ATP luminescence, 24 h; inhibition, % at 10.9 µM; 0.065% of 150,000 active;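 active = inhibition above the mean plus 3 SD of compounds within the control limits, set per campaign, cut at about 38% in these data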;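 note: 0% = DMSO wells and 100% = medium only without gametocytes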
GSH fluor: GSH bead compound fluorescence profile | GSH beads flow cytometry, compound fluorescence 488/530 nm; active compounds read high | fluorescence (KMESF) at 10 µM | 0.25% of 190,000 active; in the data active = fluorescence above about 89;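 note: glutathione beads carrying GST-tagged Bcl family fusion proteins plus one bare bead set; values are compound well signal with DMSO vehicle wells as background; inactives centre near 16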
ABCG2 block: inhibitors of human ABCG2 transporter, ABCB1 counter-screen; Q9UNQ0; IgMXP3 cells, JC-1 efflux, flow cytometry; inhibition, % at 6.6 µM; 0.1% of 190,000 active; AID 1325;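 active = inhibition above 80%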;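 note: 0% = DMSO and 100% = nicardipine control wells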
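Test system: IgMXP3 (ABCG2) plus far-red-tagged CCRF-Adr (ABCB1) cells / Amount: 3 million cells/mL in well / Reagent: JC-1 transporter substrate / Timing: 10 min compound exposure, 25 °C / Signal: flow cytometry, 530 nm JC-1 signal / Read-out: percent efflux inhibition, scaled nicardipine 100% to DMSO 0% / Benchmarks: nicardipine as high control, DMSO as low control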
ABCB1 inh: blocks JC-1 efflux by human ABCB1 transporter. P08183. AID 1326. 0.067% of 190,000 active. CCRF-Adr cells, flow cytometry. inhibition, % at 6.6 µM; in the data active = inhibition above about 40%;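 note: 0% = vehicle and 100% = reference inhibitor; higher value means more JC-1 retained so stronger ABCB1 efflux block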
Target sequence (P08183 whole entry, looked up): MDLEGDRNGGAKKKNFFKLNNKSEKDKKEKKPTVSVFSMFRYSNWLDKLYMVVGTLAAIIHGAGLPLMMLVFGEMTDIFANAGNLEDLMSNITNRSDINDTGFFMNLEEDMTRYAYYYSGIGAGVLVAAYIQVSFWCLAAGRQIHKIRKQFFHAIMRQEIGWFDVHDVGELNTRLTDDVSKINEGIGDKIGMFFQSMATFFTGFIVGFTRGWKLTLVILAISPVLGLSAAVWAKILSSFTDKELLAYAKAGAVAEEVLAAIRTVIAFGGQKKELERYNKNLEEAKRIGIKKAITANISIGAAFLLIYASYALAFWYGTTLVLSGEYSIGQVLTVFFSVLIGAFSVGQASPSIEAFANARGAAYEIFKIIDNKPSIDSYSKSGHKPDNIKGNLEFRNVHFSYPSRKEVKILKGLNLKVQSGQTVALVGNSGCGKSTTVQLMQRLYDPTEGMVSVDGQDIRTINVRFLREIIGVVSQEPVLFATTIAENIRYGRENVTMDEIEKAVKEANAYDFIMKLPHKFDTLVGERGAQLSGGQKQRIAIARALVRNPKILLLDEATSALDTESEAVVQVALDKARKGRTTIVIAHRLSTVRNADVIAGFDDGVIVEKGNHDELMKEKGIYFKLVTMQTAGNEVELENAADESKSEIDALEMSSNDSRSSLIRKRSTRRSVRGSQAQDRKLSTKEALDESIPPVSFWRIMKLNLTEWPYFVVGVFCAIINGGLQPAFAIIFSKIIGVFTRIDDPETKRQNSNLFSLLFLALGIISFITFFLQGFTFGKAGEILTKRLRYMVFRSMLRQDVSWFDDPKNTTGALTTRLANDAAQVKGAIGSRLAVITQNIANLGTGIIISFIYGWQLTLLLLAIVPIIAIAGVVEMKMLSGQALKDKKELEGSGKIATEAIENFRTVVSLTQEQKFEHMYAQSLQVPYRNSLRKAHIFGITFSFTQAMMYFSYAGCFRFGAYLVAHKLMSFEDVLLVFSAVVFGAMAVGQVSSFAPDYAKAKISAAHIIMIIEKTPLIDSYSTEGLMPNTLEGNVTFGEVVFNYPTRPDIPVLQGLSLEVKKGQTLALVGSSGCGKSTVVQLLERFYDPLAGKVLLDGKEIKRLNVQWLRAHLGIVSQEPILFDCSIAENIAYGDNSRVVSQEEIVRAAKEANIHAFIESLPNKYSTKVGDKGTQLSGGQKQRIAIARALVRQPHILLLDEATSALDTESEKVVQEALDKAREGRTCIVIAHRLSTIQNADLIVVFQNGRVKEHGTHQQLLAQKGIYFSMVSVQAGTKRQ
Starred values were filed as active, the others as inactive; ? = inconclusive; . = not tested or not shown.

SMILES	RGS8-Gao	Mcl1-Bid inh	RGS7-Gao reg	Mcl1-Noxa inh	Avidin bead fluor	Bim-Mcl-1	RGS4-Gao reg	Pf gametocyte	GSH fluor	ABCG2 block	ABCB1 inh
Cn1cccc1CC(=O)N/N=C/c1ccc(C(C)(C)C)cc1	101	-7	?	1	9	.	102	-11	.	.	.
Cc1c(NC(=O)CN2CCN(C(c3ccccc3)c3ccccc3)CC2)c(=O)n(-c2ccccc2)n1C	104	-40	104	6	4	3	104	.	15	0	0.8
Cc1nccn1Cc1cccc2ccccc12	99	-32	102	6	9	0	90	-13	7	0	0.1
CCOc1cc(C2C(C#N)=C(N)Oc3n[nH]c(CC)c32)ccc1OCCN1CCOCC1 (stereo not given)	101	-16	99	21	22	0	100	7	20	25	0.9
COc1cc(Cl)c(C)cc1NC(=O)c1cc(S(=O)(=O)N(C)C)ccc1N1CCCC1	101	21	101	9	17	12	100	-6	7	6	2.1
Cc1ccc(S(=O)(=O)N(C)CC(=O)N2CCCC2)cc1	101	-8	99	-12	7	-3	97	-4	39	0	0.1
Cc1cc(NC(=O)CSc2nc(C3CCCCC3)nc3ccccc23)no1	103	-2	102	5	11	-5	99	1	37	31	2.3
O=C(OCc1cccs1)c1ccccc1NS(=O)(=O)c1ccc2c(c1)OCCO2	100	-11	101	17	6	-1	100	.	37	0	-0.1
Cc1c(C(=O)Nc2ccc(F)cc2)cn2c(nc3ccccc32)c1C#N	100	-52	?	-6	9	.	85	9	.	.	.
O=C1C2CCCN2C(c2ccc(F)cc2)N1c1ccc(Cl)cc1 (stereo not given)	100	4	103	15	6	0	93	.	27	1	0.2
CC(C)NC(=O)c1ccc(-c2cc(C(F)(F)F)ccc2Cl)o1	92	-17	94	-11	14	-1	96	3	23	2	0.9
Cc1ccc(NC(=O)CCS(=O)(=O)c2ccc(Br)cc2)nc1	102	-6	99	14	1	-3	98	-19	8	3	0.5
CCCOc1nc2c(c(=O)n(C)c(=O)n2C)n1Cc1cccc2ccccc12	94	9	99	11	3	0	99	.	26	6	0.9
COc1ccc(N(C(=O)c2ccn[nH]2)C(C(=O)NC(C)(C)C)c2ccc(F)cc2)cc1 (stereo not given)	102	-3	103	4	14	0	104	.	13	2	0.9
COc1ccc(N2CCN(CCCNC(=O)CC3Oc4ccc(C)cc4NC3=O)CC2)cc1 (stereo not given)	100	-26	105	10	21	-3	99	.	14	1	0.3
CC1CCCC(NC(=O)c2n[nH]c(=O)c3ccccc23)C1C (stereo not given)	105	5	106	18	17	1	104	.	5	1	0.5
CC(=O)Nc1cc2c(cc1NC(=O)c1cnccn1)OCCO2	99	-25	94	8	8	2	97	.	13	0	0.2
C=CCOC(=O)C(=O)/C=C/c1csc2ccccc12	99	25	95	11	5	-2	100	.	21	-2	-0.9
COc1ccc(NC(=O)c2[nH]c(C)c(C(C)=O)c2C)cc1	100	-26	?	10	9	2	100	14	11	2	0.3
O=C(c1ccc(CS(=O)(=O)c2cccc(C(F)(F)F)c2)o1)N1CCN(c2ccccn2)CC1	97	-26	103	7	8	-2	99	8	51	13	2.9
CCCCOC(=O)CSc1nnc(-c2ccc(Cl)cc2Cl)o1	99	-29	100	16	.	0	98	.	9	3	0.3
S=C(N/N=C/c1ccc2ncccc2c1)Nc1cccnc1	102	-30	98	23	9	1	103	18	12	13	1.2
Cn1c(=O)c2cc(S(=O)(=O)NC(C(=O)N3CCCCCC3)c3ccccc3)ccc2n(C)c1=O (stereo not given)	100	-5	103	12	7	4	98	.	16	1	-0.2
CC(=O)Nc1ccccc1C(F)(F)F	48*	-4	?	4	2	.	22*	-14	.	.	.
O=[N+]([O-])c1cccc(-c2nnn(C34CC5CC(CC(C5)C3)C4)n2)c1	99	3	99	-10	9	-2	96	2	27	9	0.6
O=C(COC(=O)c1cc(=O)[nH]c2ccccc12)Nc1nc(-c2cccc(Br)c2)cs1	108	-16	107	-6	13	-5	107	-15	6	-4	-0.9
COc1cccc(NC(=O)C2CC(=O)N=C(N)S2)c1 (stereo not given)	98	-13	94	0	5	0	98	9	31	7	1.2
COc1ccc2c(C)cc(C)nc2n1	101	10	?	6	9	.	100	.	.	.	.
CCCN1C/C(=C/c2ccc3c(c2)OCO3)C(=O)/C(=C/c2ccc3c(c2)OCO3)C1	97	-83	102	-6	18	-8	100	-8	17	3	1.1
Cc1ccc(N(CC(=O)O)C2SC(=O)NC2=O)cc1 (stereo not given)	94	-34	103	-10	3	-7	100	-3	4	-1	-0.4
O=C(CN1C(=O)c2ccccc2S1(=O)=O)N1CCc2ccccc2C1	102	-6	100	1	14	-2	100	23	29	3	0.9
N#C/C(=C/c1ccc(C(=O)O)cc1)C(=O)NCc1ccccc1	102	-33	99	21	13	0	101	.	36	6	-0.2
O=C(CSc1ncnc2ccccc12)N1CCCC1	99	-12	97	9	7	0	100	.	25	1	0.3
Cc1ccccc1C(=O)Nc1ccc(Br)c(C)n1	101	-5	104	-2	19	-5	101	-4	34	3	0.4
COCCCNCCOCCOc1ccc(C)cc1[N+](=O)[O-]	102	27	100	-2	9	-2	101	14	24	1	0.3
Cc1ccc(S(=O)(=O)N2CCN(C(=O)CSc3nc4ccccc4c(=O)[nH]3)CC2)c(C)c1	100	-35	100	-30	13	-3	101	.	27	4	1.1
Cc1[nH]c(=S)c(C#N)c(-c2ccccc2)c1C(=O)Nc1ccccc1	95	-58	?	-14	7	.	102	-28	.	.	.
O=C(COC(=O)c1ccccc1[N+](=O)[O-])Nc1cc(S(=O)(=O)N2CCOCC2)ccc1N1CCCC1	95	-27	?	6	10	1	91	-15	15	1	1.1
Cc1ccc(C)c(NC(=O)CSc2nc3nc(-c4cccs4)cc(C(F)(F)F)c3c(=O)[nH]2)c1	105	-47	?	-12	19	.	110	0	.	.	.
CNS(=O)(=O)c1cnccc1N1CCN(c2cccc(C)c2)CC1	99	5	97	-6	10	1	99	-3	25	7	1.7

3 compounds out of the list above, ordered by the value under Mcl1-Noxa inh, highest first.
| molecule | Mcl1-Noxa inh |
| --- | --- |
| O=C(CSc1ncnc2ccccc12)N1CCCC1 | 9 |
| O=C(CN1C(=O)c2ccccc2S1(=O)=O)N1CCc2ccccc2C1 | 1 |
| Cc1ccccc1C(=O)Nc1ccc(Br)c(C)n1 | -2 |

(more compounds)
SMILES	RGS8-Gao	Mcl1-Bid inh	RGS7-Gao reg	Mcl1-Noxa inh	Avidin bead fluor	Bim-Mcl-1	RGS4-Gao reg	Pf gametocyte	GSH fluor	ABCG2 block	ABCB1 inh
COc1cc(OC)cc(C(=O)NC(=S)NNC(=O)Cc2cccs2)c1	101	-123	104	-39	14	-8	104	20	19	-5	-1.1
COC(=O)C(/C=N/OCc1ccc([N+](=O)[O-])cc1)NC(=O)c1ccccc1 (stereo not given)	103	-5	102	-2	6	0	100	.	59	5	1.2
CCOC(=O)C1=C(C)Nc2sc(C(=O)c3ccc(F)cc3)c(N)c2C1c1ccc(C(=O)OC)cc1 (stereo not given)	98	-21	85	7	12	0	86	.	18	-1	-0.2
S=C(NCCSCc1ccc(Cl)cc1)Nc1ccccc1	98	2	100	2	12	-5	101	.	35	4	0.6
Nc1nc(NCc2ccccc2)nc(NCCO)c1[N+](=O)[O-]	86	-8	?	-1	3	.	78	13	.	.	.
COc1ccc(C2Nc3ccccc3C(=O)N2Cc2ccco2)cc1COc1ccc(F)cc1 (stereo not given)	99	5	96	2	7	-2	97	.	18	15	1.5
CCN(CC(F)(F)C(F)F)S(=O)(=O)c1ccc(NC(=O)OC)cc1	103	10	108	-8	8	-6	107	.	16	7	0.8
Cn1c(CNS(=O)(=O)c2ccc(Br)cc2)n[nH]c1=S	102	-37	101	-1	17	-5	100	.	17	9	4.6
COc1ccc(NC(=O)C=C(C)C)cc1Cl	99	-14	93	5	11	-2	95	.	28	6	0.3
COC(=O)C1=C(C)N(c2ccc(C)c(C)c2)/C(=C/c2ccco2)C1=O	95	-27	105	12	11	-1	96	.	19	7	2.4
CC(CCc1ccccc1)NCc1ccncc1 (stereo not given)	101	-6	100	34	9	0	98	.	11	5	0.5
COC(=O)c1ccc(COc2ccc3c(C)c(C)c(=O)oc3c2C)o1	102	-24	100	12	27	0	96	.	9	7	1.5
C/C(=N\NC(=O)C(NC(=O)c1ccccc1)C(C)C)c1ccccc1 (stereo not given)	99	-29	100	5	27	1	100	3	13	1	0.9
CCC(C)NC(=S)N1CCN(C(c2ccccc2)c2ccccc2)CC1 (stereo not given)	99	-65	97	21	15	2	97	9	9	5	-0.1
O=C(NC(Cc1c[nH]c2ccccc12)C(=O)Nc1ccc(F)c([N+](=O)[O-])c1)c1cccs1 (stereo not given)	97	-25	97	6	14	0	95	-31	13	1	0.4
O=C(N/N=C1\CCCc2c1[nH]c1ccc([N+](=O)[O-])cc21)c1ccncc1	102	19	100	35	19	2	100	.	8	114*	0.5
Cc1ccc(C(=O)NN2CC(O)=C(c3nc(-c4cccc([N+](=O)[O-])c4)cs3)C2=N)cc1	100	5	96	56*	6	4	96	10	15	-1	-0.6
CCCCn1c2nc3ccccc3nc2c2c(=O)n(CCC)cnc21	100	0	98	-13	7	0	98	.	14	9	1.6
CCN(CC)C1=CC(=[N+]2CCCC2)CC(C)(C)C1	102	4	101	17	5	-4	100	19	24	7	0.4
COc1cc(/C=C2\SC(c3ccccc3)=NC2=O)cc(Cl)c1O	93	-75	?	73*	6	0	99	0	10	-2	-1.1
CCc1ccccc1NC(=S)N(CCCN1CCN(C)CC1)Cc1cccs1	100	-49	102	9	6	1	99	10	9	-2	-0.2
CC(C)Cc1nc(N2CCCCC2)c(C#N)c2c1CCC2	98	-1	101	-1	35	-4	100	.	15	2	0.5
Cc1ccc(OCC(=O)NCc2ccccc2)c([N+](=O)[O-])n1	98	0	96	11	23	-4	95	14	15	35	-0.4
CC(=O)N1[C@@H]2CC3C4CC=C5C[C@@H](O)CC[C@]5(C)C4CC[C@]3(C)[C@@]21C(C)=O (stereo not given in full)	92	7	98	32	0	-4	98	-11	24	5	8.7
COc1cc(OC)c2c(c1)S(=O)(=O)C(c1ccccc1)=C2N	105	-40	111	22	8	0	106	-37	25	1	-0.5
COc1cc(C2C(C#N)=C(C)NC3=C2C(=O)c2ccccc23)cc(OC)c1OC (stereo not given)	103	-16	104	12	40	-1	104	.	13	4	1.1
Cn1c(=O)c2c(n(C)c1=O)=NC1(CCCCC1)N=2	90	-9	96	10	7	-3	93	.	35	1	0.1
O=C(O)c1ccc(COc2cccc(CO)c2)cc1	95	-2	89	19	14	-2	90	7	28	5	0.6
